Screens (PubChem BioAssay)
NadD inh – inhibitors of S. aureus NadD, primary screen, biochemical, colorimetric, uHTS; Nicotinate-nucleotide adenylyltransferase NadD (Staphylococcus aureus N315); purified NadD enzyme, colorimetric absorbance read-out; inhibition, % at 20 µM; 360,000 compounds, 0.78% hits; AID 602399, 2012; in the data active = inhibition above about 26%; also: some compounds past the cut are filed as inactive
PABP1 MLLE inh – inhibitors of PABP1 MLLE–PAM2 peptide binding, primary screen, biochemical, fluorescence polarization, FITC-PAM2, GST-MLLE; AID 588489, 2011; 360,000 compounds, 0.36% hits; inhibition, % at 20 µM; in the data active = inhibition above about 35%, passing the limit was not always enough;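 also: plate controls were DMSO wells with GST-MLLE for no effect and wells lacking GST-MLLE protein for full effect; some results filed as inactive read as strong as hits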
Scp1 inh – Scp-1 phosphatase inhibitors, primary screen, biochemical, colorimetric, uHTS. Carboxy-terminal domain RNA polymerase II polypeptide A small phosphatase 1 (Homo …. 340,000 compounds, 0.88% hits. AID 493091, 2011. inhibition, % at 20 µM. Recombinant Scp1, phosphopeptide, malachite green phosphate absorbance;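 active = inhibition above about 50% at 20 µM, limit read from the data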;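 also: plate controls were DMSO wells with enzyme for no effect and wells lacking enzyme for full effect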
Target sequence (Q9GZU7 76-261 limits assumed): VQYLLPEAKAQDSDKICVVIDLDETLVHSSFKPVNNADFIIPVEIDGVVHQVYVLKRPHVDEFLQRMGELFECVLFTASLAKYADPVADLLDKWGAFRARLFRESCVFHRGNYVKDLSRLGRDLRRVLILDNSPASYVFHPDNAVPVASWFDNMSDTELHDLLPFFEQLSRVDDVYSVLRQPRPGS
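Times: enzyme reaction 45 min at room temperature, colour 5 min, stabilisation 30 min. Material: SCP-1 catalytic fragment, aa 76-261. Medium: Acidic Tris acetate buffer with magnesium and detergent. Signal: colorimetric free-phosphate detection, absorbance 630 nm. Read-out basis: % inhibition of SCP-1 phosphate liberation. Reagent: Phosphorylated 17-residue peptide substrate.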
Rpn11 inh – Rpn11 (PSMD14) deubiquitinase inhibitors, primary screen, biochemical, fluorescence polarization, uHTS; calls only at 20 µM; human 26S proteasome, Ub4-pepOG fluorescence polarization; 20S core pre-blocked with epoxomicin; 360,000 compounds, 0.59% hits; 26S proteasome non-ATPase regulatory subunit 14 (Homo sapiens), O00487;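 active = inhibition at 20 µM, scaled to each plate's controls, above about 33%, limit read from the data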
Target sequence (O00487 whole entry, looked up): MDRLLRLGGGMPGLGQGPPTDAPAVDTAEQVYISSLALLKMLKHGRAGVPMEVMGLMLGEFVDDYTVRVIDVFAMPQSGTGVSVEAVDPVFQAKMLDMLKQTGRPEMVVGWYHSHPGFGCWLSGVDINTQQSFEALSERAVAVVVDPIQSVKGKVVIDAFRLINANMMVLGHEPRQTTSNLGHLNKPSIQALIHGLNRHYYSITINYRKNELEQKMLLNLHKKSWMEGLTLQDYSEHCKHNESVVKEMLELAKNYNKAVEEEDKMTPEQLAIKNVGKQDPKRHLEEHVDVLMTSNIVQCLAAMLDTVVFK
DNMT1 inh – human DNMT1 methyltransferase inhibitors, primary screen, biochemical, molecular beacon, fluorescence, HinP1I cleavage, uHTS; inhibition (reported as % activation of signal), % at 10 µM; 360,000 compounds, 0.83% hits; AID 588458, 2011; in the data active = inhibition above about 50%
CSN deneddyl inh – inhibitors of CSN-mediated cullin deneddylation, primary screen, biochemical, fluorescence polarization, uHTS; Purified CSN, SCF-Nedd8-OG deneddylation; COP9 signalosome complex subunit 5 (Homo sapiens), Q92905; 360,000 compounds, 0.38% hits; inhibition, % at 12.5 µM;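 active = pattern-corrected inhibition above about 35%, with an unprinted fluorescence ratio check between 0.5 and 1.5, limit read from the data, passing the limit was not always enough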;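 also: 0% = enzyme with substrate and 100% = substrate without enzyme; some results filed as inactive read as strong as hits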
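Test system: Human Csn5 produced in HEK293T cells | Compound: 12.5 µM single point | Times: 90 min, room temperature | Signal: Fluorescence polarization readout | Read-out basis: % inhibition of substrate cleavage by Csn5 | Controls: no-enzyme wells high, enzyme-with-substrate wells low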
STEP block – STEP phosphatase inhibitors, primary screen, biochemical, fluorescence intensity, uHTS; recombinant STEP, OMFP fluorogenic substrate; inhibition, % at 20 µM; 360,000 compounds, 0.25% hits; Tyrosine-protein phosphatase non-receptor type 5 (Homo sapiens), P54829; AID 588621, 2011;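 active = inhibition at 20 µM, scaled per plate between control wells, above about 37%, limit read from the data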;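 also: 0% = DMSO with enzyme and substrate and 100% = substrate only without enzyme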
Target sequence (P54829 whole entry, looked up): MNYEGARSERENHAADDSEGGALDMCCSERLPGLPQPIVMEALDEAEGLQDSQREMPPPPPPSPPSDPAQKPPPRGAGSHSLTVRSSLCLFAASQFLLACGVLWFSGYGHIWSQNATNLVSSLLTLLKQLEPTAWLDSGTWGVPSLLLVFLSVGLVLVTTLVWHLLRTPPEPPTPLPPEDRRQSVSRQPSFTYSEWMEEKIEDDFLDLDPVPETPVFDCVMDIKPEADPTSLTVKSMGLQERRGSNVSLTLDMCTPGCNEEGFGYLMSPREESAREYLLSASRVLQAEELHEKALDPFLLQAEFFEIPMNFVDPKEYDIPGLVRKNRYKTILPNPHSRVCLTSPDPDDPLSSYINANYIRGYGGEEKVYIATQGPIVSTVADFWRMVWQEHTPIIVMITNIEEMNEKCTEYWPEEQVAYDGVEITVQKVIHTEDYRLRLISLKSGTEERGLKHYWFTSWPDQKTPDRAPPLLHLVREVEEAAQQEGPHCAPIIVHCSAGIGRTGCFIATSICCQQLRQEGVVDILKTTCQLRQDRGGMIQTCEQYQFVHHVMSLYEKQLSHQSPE
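material = STEP tyrosine phosphatase | reagent = fluorogenic phosphatase substrate OMFP at 25 µM final | doses = single compound dose of 20 µM, 1% DMSO final | schedule = 20 min reaction, room temperature, in the dark | measured by = fluorescence, 480/540 nm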
SUMO1 PPI mod – modulators of SUMO1 protein-protein interactions, primary screen, biochemical, uHTS. Small ubiquitin-related modifier 1 (Homo sapiens), P63165. SUMO1 binding to a labelled peptide, TR-FRET, 1 h. inhibition, % at 20 µM. 360,000 compounds, 0.33% hits. AID 602429, 2012; in the data active = inhibition above about 37%
Tb MetRS inh – T. brucei MetRS inhibitors, primary screen, biochemical, luminescence | methionyl-tRNA synthetase (Trypanosoma brucei brucei) | purified T. brucei MetRS, ATP depletion, Kinase-Glo luminescence | inhibition, % at 11.9 µM | 360,000 compounds, 0.4% hits;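 active = inhibition above a per-plate cutoff of the control wells' mean inhibition plus 3 SD, cut at about 5.5% in these data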;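 also: 0% = DMSO wells median and 100% = median of wells with control inhibitor compound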
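assay system = parasite MetRS enzyme | timing = 15 min preincubation, 2 h reaction, all 25 °C | evaluation = percent inhibition relative to median high and low control wells | medium = HEPES buffer containing pyrophosphatase, BSA, spermine, DTT | compound = single dose, 11.9 µM final nominal, 0.9% final DMSO | detection = Kinase-Glo luminescence, ATP depletion format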
LMPTP inh – LMPTP phosphatase inhibitors, primary screen, biochemical, fluorescence intensity, uHTS; Low molecular weight phosphotyrosine protein phosphatase (Homo sapiens), P24666; recombinant LMPTP-A, OMFP fluorogenic substrate; inhibition, % at 20 µM; 360,000 compounds, 0.22% hits;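 active = compounds that cut the enzyme signal by at least half of the control window in the single-dose screen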;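 also: plate controls were DMSO wells with enzyme plus substrate for no effect and substrate without enzyme for full effect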
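Assay system: LMPTP-A, protein tyrosine phosphatase of low molecular weight / Medium: pH 6.0 Bis-Tris buffer with DTT and Triton X-100 / Schedule: 50 min enzyme reaction at room temperature, protected from light / Measured by: endpoint fluorescence intensity from OMFP dephosphorylation / Read-out basis: % inhibition relative to no-enzyme and uninhibited control wells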
* hit, by the source's call; i = inactive; / = no result given.

1. CCOc1cccc(N2C(=O)CC(NCc3ccc(S(N)(=O)=O)cc3)C2=O)c1 (stereo not drawn)
2. Cc1ccc(/C(N)=N/OC(=O)C(C)c2ccc([N+](=O)[O-])cc2)cc1 (stereo not drawn)
3. CCOc1ccc(N2Cc3ncccc3C2=O)cc1
4. Cc1cc(-c2ccc(C)c(S(=O)(=O)N3CCN(c4ccccn4)CC3)c2)on1
5. Cn1cnc([N+](=O)[O-])c1Sc1ncn[nH]1
6. O=C(CCN1CCCCO1)N1CCCC(Nc2cccc(F)c2)C1 (stereo not drawn)

Screen / compound no.	1	2	3	4	5	6
NadD inh	1	-1	4	-5	-5	-7
PABP1 MLLE inh	-11	1	3	7	17	6
Scp1 inh	-2	-8	0	-7	-10	-2
Rpn11 inh	i	i	i	i	i	i
DNMT1 inh	0	0	-4	-5	5	3
CSN deneddyl inh	0	1	4	4	1	3
STEP block	0	0	-3	1	-1	-1
SUMO1 PPI mod	0	-14	-1	4	-19	6
Tb MetRS inh	0.5	0.0	-0.4	3.4	0.6	-0.3
LMPTP inh	0.1	3.5	-1.7	2.8	-0.6	-0.2

7. COc1ccc(C(=O)N/N=C/c2cc(Br)ccc2O)cc1OC
8. Cc1ccc(N2C(=O)C3C(C2=O)N2C(c4cccs4)C4C(=O)N(c5ccc(C)cc5)C(=O)C4N2C3c2cccs2)cc1 (stereo not drawn)
9. COc1cc2cc(C(c3nnnn3C(C)(C)C)N3CCc4ccccc4C3)c(=O)[nH]c2cc1OC (stereo not drawn)
10. COc1ccc(OC)c(NC(=O)Cn2cc(C=O)c3ccccc32)c1
11. Cc1ccc(C(=O)N2CCCC(Nc3ccc(C)c(C)c3)C2)c(=O)[nH]1 (stereo not drawn)
12. Cc1ccc(S(=O)(=O)Oc2ccc(/C=C(/NC(=O)c3ccccc3)C(=O)NCCCC(=O)O)cc2)cc1

Screen / compound no.	7	8	9	10	11	12
NadD inh	2	25	8	-9	-9	-1
PABP1 MLLE inh	-12	2	7	5	3	-3
Scp1 inh	-7	-10	-8	-9	-2	-4
Rpn11 inh	i	i	i	i	i	i
DNMT1 inh	3	-7	-7	-5	1	-3
CSN deneddyl inh	21	-12	13	0	2	-13
STEP block	-2	2	-2	-4	0	-1
SUMO1 PPI mod	-22	-1	-20	0	2	0
Tb MetRS inh	-0.2	0.1	-0.4	-0.7	-0.3	-0.7
LMPTP inh	0.6	0.6	-0.2	-0.8	0.4	0.2

13. O=C(CSc1ccc2nnc(-c3ccccn3)n2n1)N1CCN(c2ccccc2)CC1
14. CC(C)(C)Nc1c(N)c(=O)oc2ccccc12
15. COc1cccc(C(=O)/C=C/c2ccc(OCC#N)c(OC)c2)c1
16. CC(C)(CC(=O)O)CC(=O)N1CCN(c2nc3ccc(Cl)cc3s2)CC1
17. O=C(OC1CCOC1=O)c1cc(-c2ccccc2)nc2ccccc12 (stereo not drawn)
18. CSc1ccc(Cn2c(C)c(C(=O)NCc3ccccc3C(F)(F)F)sc2=O)cc1

Screen / compound no.	13	14	15	16	17	18
NadD inh	11	-4	-7	-3	-5	-7
PABP1 MLLE inh	-12	5	4	0	8	9
Scp1 inh	-7	-5	-15	-10	6	/
Rpn11 inh	i	i	i	i	i	i
DNMT1 inh	1	-1	0	7	6	-5
CSN deneddyl inh	4	7	14	0	0	1
STEP block	-2	0	-2	-2	0	2
SUMO1 PPI mod	-1	-9	-3	9	-12	2
Tb MetRS inh	-0.2	-0.8	0.1	-1.1	-0.1	0.1
LMPTP inh	4.4	-1.1	0.9	-1.0	1.2	4.0

19. O=C(Nc1ccc(N2CCOCC2)cc1)c1ccc(-c2ccccc2[N+](=O)[O-])o1
20. Cc1nn(Cc2c(F)c(F)c(F)c(F)c2F)c(C)c1NC(=O)c1cccc(COc2ccccc2Cl)c1
21. O=S(=O)(c1ccc(Cl)cc1)N1CCN(S(=O)(=O)N2CCCCCC2)CC1
22. O=C(N1CCOCC1)N1CCC(c2nc(-c3ccc(S(=O)(=O)N4CCOCC4)cc3)no2)CC1
23. Cc1ccc(C(=O)Nc2ncc(Cc3ccc(F)cc3)s2)o1
24. CC(C)[C@H](NC(=O)c1ccccc1Cl)C(=O)OCC(=O)Nc1ccc(S(=O)(=O)N2CCOCC2)cc1

Screen / compound no.	19	20	21	22	23	24
NadD inh	9	9	0	1	-1	1
PABP1 MLLE inh	-3	4	14	18	-15	-13
Scp1 inh	-14	-2	-1	-5	-5	-1
Rpn11 inh	i	i	i	i	i	i
DNMT1 inh	-10	-1	6	-11	-10	-6
CSN deneddyl inh	3	-3	3	2	-5	-2
STEP block	0	-4	0	1	0	-2
SUMO1 PPI mod	5	-6	-3	3	-3	-2
Tb MetRS inh	0.1	0.0	0.6	0.1	0.0	0.0
LMPTP inh	2.1	1.8	-0.1	-0.2	1.6	1.1

Ten neighbouring entries out of the list so far, for reference:
15. COc1cccc(C(=O)/C=C/c2ccc(OCC#N)c(OC)c2)c1
16. CC(C)(CC(=O)O)CC(=O)N1CCN(c2nc3ccc(Cl)cc3s2)CC1
17. O=C(OC1CCOC1=O)c1cc(-c2ccccc2)nc2ccccc12 (stereo not drawn)
18. CSc1ccc(Cn2c(C)c(C(=O)NCc3ccccc3C(F)(F)F)sc2=O)cc1
19. O=C(Nc1ccc(N2CCOCC2)cc1)c1ccc(-c2ccccc2[N+](=O)[O-])o1
20. Cc1nn(Cc2c(F)c(F)c(F)c(F)c2F)c(C)c1NC(=O)c1cccc(COc2ccccc2Cl)c1
21. O=S(=O)(c1ccc(Cl)cc1)N1CCN(S(=O)(=O)N2CCCCCC2)CC1
22. O=C(N1CCOCC1)N1CCC(c2nc(-c3ccc(S(=O)(=O)N4CCOCC4)cc3)no2)CC1

Screen / compound no.	15	16	17	18	19	20	21	22
NadD inh	-7	-3	-5	-7	9	9	0	1
PABP1 MLLE inh	4	0	8	9	-3	4	14	18
Scp1 inh	-15	-10	6	/	-14	-2	-1	-5
Rpn11 inh	i	i	i	i	i	i	i	i
DNMT1 inh	0	7	6	-5	-10	-1	6	-11
CSN deneddyl inh	14	0	0	1	3	-3	3	2
STEP block	-2	-2	0	2	0	-4	0	1
SUMO1 PPI mod	-3	9	-12	2	5	-6	-3	3
Tb MetRS inh	0.1	-1.1	-0.1	0.1	0.1	0.0	0.6	0.1
LMPTP inh	0.9	-1.0	1.2	4.0	2.1	1.8	-0.1	-0.2

23. Cc1ccc(C(=O)Nc2ncc(Cc3ccc(F)cc3)s2)o1
24. CC(C)[C@H](NC(=O)c1ccccc1Cl)C(=O)OCC(=O)Nc1ccc(S(=O)(=O)N2CCOCC2)cc1

Screen / compound no.	23	24
NadD inh	-1	1
PABP1 MLLE inh	-15	-13
Scp1 inh	-5	-1
Rpn11 inh	i	i
DNMT1 inh	-10	-6
CSN deneddyl inh	-5	-2
STEP block	0	-2
SUMO1 PPI mod	-3	-2
Tb MetRS inh	0.0	0.0
LMPTP inh	1.6	1.1

Continued:
25. Cc1ccc(-n2c(SCC(=O)Nc3cccc(S(=O)(=O)NC4=NCCCCC4)c3)nc3ccccc3c2=O)cc1C
26. CCc1nc2ccc(C(=O)NCc3ccc(OC)cc3)cn2c1N(C)Cc1ccc(OC)cc1
27. CC1(C)O[C@@H]2[C@H](O1)[C@@H](COS(=O)(=O)O)O[C@H]2n1cc(Br)c(=O)[nH]c1=O
28. CSc1ccc(CN(C)C(=O)c2cc(S(=O)(=O)NCc3ccccc3)ccc2C)cc1
29. COc1cccc(CNC(=O)CCCSc2ccccc2)c1
30. O=C(NC1CCCCC1)C(c1ccco1)N(C(=O)c1csnn1)c1cccc(Cl)c1 (stereo not drawn)

Screen / compound no.	25	26	27	28	29	30
NadD inh	10	5	0	-8	-1	-1
PABP1 MLLE inh	-14	3	-5	-2	2	29
Scp1 inh	1	/	-3	-15	-6	-2
Rpn11 inh	i	i	i	i	i	i
DNMT1 inh	-12	-3	1	-4	-1	6
CSN deneddyl inh	5	-2	-3	2	-1	2
STEP block	2	4	1	0	1	0
SUMO1 PPI mod	1	-2	-1	3	-3	3
Tb MetRS inh	0.3	0.5	-0.3	-0.3	-0.1	-0.2
LMPTP inh	1.7	4.3	2.2	1.6	0.5	-0.1

31. CC(=NNC(=O)c1ccc2nc[nH]c2c1)c1ccc(Br)cc1
32. CCc1ccccc1NC(=O)C(Cc1ccccc1)c1nn[nH]n1 (stereo not drawn)
33. O=C(Cc1ccccc1)Nc1ccc(C(=O)NCC2COc3ccccc3O2)cc1 (stereo not drawn)
34. CC(=O)n1cc([C@H]2C=C(C(=O)N3CCN(Cc4ccccc4)CC3)O[C@@H](OCc3ccc(CO)cc3)C2)c2ccccc21
35. CN(C)S(=O)(=O)c1ccc(Cl)c(NC(=O)COc2ccccc2[N+](=O)[O-])c1
36. Cc1cc(C)cc(C(O)c2ncc(-c3cccc(C(F)(F)F)c3)[nH]2)c1 (stereo not drawn)

Screen / compound no.	31	32	33	34	35	36
NadD inh	-1	-1	-6	3	0	3
PABP1 MLLE inh	12	9	2	3	-1	-12
Scp1 inh	-10	1	-6	0	-6	/
Rpn11 inh	i	i	i	i	i	i
DNMT1 inh	-3	0	-11	-9	19	0
CSN deneddyl inh	6	3	1	3	-3	-4
STEP block	-4	-1	-2	3	-4	-2
SUMO1 PPI mod	1	7	-3	2	-5	2
Tb MetRS inh	-0.1	-0.8	0.1	0.1	-0.9	-0.1
LMPTP inh	-0.3	-2.6	1.7	2.7	-0.5	0.5
